# IL1B secr inh: qHTS for Inhibitors of Inflammasome Signaling: IL-1-beta AlphaLISA Primary Screen; THP-1 LPS/ATP IL-1B secretion, AlphaLISA, 16 h; hits give low values; 360,000 tested, 4.7% active; activity change, % at 57.5 µM; in the data active means activity change below about -50%; inconclusive means mostly about -30% to -49%; further: on the % scale 0 is the no-effect control and ±100 the full control effect
#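 THP-1 cells pretreated 1 hr with compounds (up to 57.5 uM final), then stimulated with LPS (250 ng/mL final) plus ATP (1.25 mM final); secreted IL-1B measured by AlphaLISA after 16 hr, decreased signal indicating inhibition.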
# KB-V1 cytotox: qHTS assay for MDR1-selective chemotherapeutics: Primary screen using the drug-selected MDR subline cells KB-V1; KB-V1 MDR cells viability, CellTiter-Glo, 72 h; Potency, µM (series often up to 46.1 µM), for the others: at the top dose activity change, negative = cytotoxicity, usual class: cytotoxic; 400,000 tested, 3.4% active; AID 1347076, 2019; further: potency means the concentration at half of the fitted maximal effect; on the % scale 0 is the no-effect control and ±100 the full control effect; nearly all actives have a fitted effect of over 60% in size
#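 Cells of the MDR subline KB-V1 are plated, dosed with compound at multiple concentrations, and incubated 72 h at 37 degrees C; CellTiter-Glo is then added and luminescence read after 10 min.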
# D3 ag: qHTS of D3 Dopamine Receptor Agonist: qHTS | AID 652048, 2013 | D3R DiscoveRx beta-arrestin cells, luminescence, 90 min | max activation, % | D(3) dopamine receptor (Homo sapiens), P35462 | 410,000 tested, 0.58% active; in the data active means max activation above about 30%; further: 0% is about no effect; mostly tested at two doses, the higher about 12 µM
# Target sequence (P35462 whole entry, looked up): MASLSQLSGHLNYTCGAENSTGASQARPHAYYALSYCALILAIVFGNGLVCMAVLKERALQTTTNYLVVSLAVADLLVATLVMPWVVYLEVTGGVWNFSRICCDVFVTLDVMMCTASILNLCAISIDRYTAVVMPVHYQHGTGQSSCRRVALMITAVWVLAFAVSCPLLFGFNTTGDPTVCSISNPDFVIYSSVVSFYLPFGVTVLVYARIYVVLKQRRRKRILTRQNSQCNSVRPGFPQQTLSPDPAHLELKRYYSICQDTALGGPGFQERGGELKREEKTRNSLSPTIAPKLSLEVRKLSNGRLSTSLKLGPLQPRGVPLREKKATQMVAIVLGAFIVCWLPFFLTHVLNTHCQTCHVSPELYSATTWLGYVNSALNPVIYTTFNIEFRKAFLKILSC
#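 Cells at 1500/well, incubated overnight, then treated with pinned compounds (dopamine as control) for 90 min at 37 degrees C. DiscoveRx reagent added for 30 - 60 minutes at room temperature; luminescence read.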
# HT1080 IDH1KD tx: qHTS for induction of synthetic lethality in tumor cells producing 2HG: qHTS for the HT-1080-IDH1KD cell line. Potency, µM (doses to about 46.1 µM), inactives show at the top dose activity, negative = toxicity, actives largely listed as cytotoxic. HT-1080 IDH1 knockdown viability, ATP luminescence, 48 h. 360,000 tested, 2% active;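 further: potency means the concentration at half of the fitted maximal effect; 0% = DMSO wells and -100% = cell-free medium wells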
#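 % activity derives from luminescence (CellTiter-Glo), normalised to DMSO and no-cell wells. HT-1080-IDH1KD cells, 750/well, had 48 h compound exposure at 37 °C.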
# SW480 rereplic: A quantitative high throughput screen for small molecules that induce DNA re-replication in SW480 colon adenocarcinoma cells; SW480 DNA re-replication, Hoechst DNA content imaging, 48 h; Potency, µM (series often up to 46.1 µM), for the others: at the top dose re-replication activation, usual class: activators; 340,000 tested, 1.8% active; AID 624297, 2012; further: potency means the concentration at half of the fitted maximal effect; % of control where 0% means no effect; nearly all actives have a fitted effect of over 55% in size
#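 SW480 cells exposed to compounds for 48 hr at 37 C, 5% CO2, then Hoechst-stained 40 min. Nuclear DNA content imaged by fluorescence scanning (405 nm excitation, 500-530 nm emission); re-replication scored as increased high-intensity nuclei.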
# KB-3-1 tox: qHTS assay for MDR1-selective chemotherapeutics: Primary screen using the parental adenocarcinoma cell KB-3-1; KB-3-1 viability, CellTiter-Glo ATP luminescence, 72 h; Potency, µM (highest dose often 46.1 µM), inactives show at the top dose activity change, negative = cytotoxic, actives largely listed as cytotoxic; 400,000 tested, 1.4% active; AID 1347075, 2019; further: potency means the concentration at half of the fitted maximal effect; on the % scale 0 is the no-effect control and ±100 the full control effect; nearly all actives have a fitted effect of over 60% in size
#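 Viability of parental KB-3-1 cells, measured by CellTiter-Glo luminescence, followed a 72 h incubation at 37 °C with pinned compounds in phenol-red-free DMEM containing 10% FBS.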
# GLP-1R agonist: qHTS of GLP-1 Receptor Agonists | HEK293 GLP-1R CRE-luciferase, luminescence, 4-6 h; cells express a hypersensitive GLP-1R form | Potency, µM (top dose mostly 45.6 µM), inactives show at the highest dose activation, actives largely listed as activators | 380,000 tested, 0.007% active | AID 624172, 2012; further: potency means the concentration at half of the fitted maximal effect; % of control where 0% means no effect
# Target sequence (P43220 whole entry, looked up): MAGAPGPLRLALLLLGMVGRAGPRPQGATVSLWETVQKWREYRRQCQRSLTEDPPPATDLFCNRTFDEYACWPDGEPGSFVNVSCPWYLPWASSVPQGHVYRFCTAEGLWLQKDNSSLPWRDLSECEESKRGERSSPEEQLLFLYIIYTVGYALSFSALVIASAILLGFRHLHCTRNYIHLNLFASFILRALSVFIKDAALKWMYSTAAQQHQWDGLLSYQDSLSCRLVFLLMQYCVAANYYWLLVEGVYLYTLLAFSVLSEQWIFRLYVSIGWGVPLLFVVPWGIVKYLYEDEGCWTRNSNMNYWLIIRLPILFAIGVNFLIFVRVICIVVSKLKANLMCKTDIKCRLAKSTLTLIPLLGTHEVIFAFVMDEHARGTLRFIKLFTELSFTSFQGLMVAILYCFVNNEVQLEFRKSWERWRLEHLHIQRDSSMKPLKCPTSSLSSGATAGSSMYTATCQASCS
# DRD3 antagonist: qHTS of D3 Dopamine Receptor Antagonist: qHTS. max response, negative = inhibition, %. 360,000 tested, 2.5% active. D3R cells, DiscoveRx beta-arrestin luminescence, antagonist mode; hits give low values; in the data active means max response below about -50%; inconclusive means no clear call, values can overlap the other calls; further: on the % scale 0 is the no-effect control and ±100 the full control effect; mostly tested at two doses, the higher about 12 µM
#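 Cells plated overnight at 1500 cells/well, then exposed to library compounds with dopamine controls for 90 minutes at 37 degrees C. DiscoveRx reagent added for 30–60 minutes at room temperature; luminescence read, quantitative HTS format.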
# HT1080-NT tox: qHTS for induction of synthetic lethality in tumor cells producing 2HG: qHTS for the HT-1080-NT fibrosarcoma cell line. HT-1080-NT fibrosarcoma viability, CellTiter-Glo ATP luminescence, 48 h. Potency, µM (highest dose often 46.1 µM), for the others: at the highest dose activity, negative = less viability, most hits filed as cytotoxic. 360,000 tested, 1.6% active;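 further: NT is the 2HG producing partner of a matched IDH1 knockdown line; potency means the concentration at half of the fitted maximal effect; 0% = DMSO-treated cells and -100% = media-only wells without cells; nearly all actives have a fitted effect of over 55% in size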
#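 HT-1080-NT fibrosarcoma cells (2HG-overproducing), 750 cells/well in RPMI with 5% FBS, dosed after 2 h and incubated 48 h at 37C. CellTiter-Glo luminescence normalized to DMSO and no-cell wells; concentration-response curves fitted and classed.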
# Active calls of the source: *; ? = inconclusive; / = not tested or not shown; & = joins results of further samples; [ ] = dose if it differs, or a comment. Unless noted, the call rests on the fitted dose curve; in most records, active means well fitted curve in the direction sought with a large enough effect; inconclusive means small, poorly fitted or top-dose-only effect, or another doubt; inactive means no such curve, though single readings can be large; an effect the other way counts as inactive or inconclusive.
# Screens in order – IL1B secr inh	KB-V1 cytotox	D3 ag	HT1080 IDH1KD tx	SW480 rereplic	KB-3-1 tox	GLP-1R agonist	DRD3 antagonist	HT1080-NT tox
- COCc1cc(=O)n2[nH]c(-c3ccc(C)cc3)cc2n1
  31	-3%	-9	-2%[9.24 µM]	2%	4%	-1%	-6	0%
- Cc1cccc(OCC(=O)N(Cc2ccco2)C2CCS(=O)(=O)C2)c1C (stereo not given)
  7	-20%	-5	1%	-12%	-22%	-1%	4	-1%
- COCCCn1c(SCc2ccccc2F)nc2c(sc3ccccc32)c1=O
  /	-24%	-11	/	/	3%	-2%	/	/
- O=C(NC(=S)N1CCN(C/C=C/c2ccccc2)CC1)c1c(F)cccc1F
  -15	-21%	-11	8%	0%	8%	2%	8	-3%
- Nc1ccc2c(c1)OCCOCCOCCOCCOCCO2
  23	0%	-3	3%	-4%	-2%	-4%	-2	0%
- CCc1nc(C)c(-c2ccccc2)c(=O)[nH]1
  0	6%	-7	9%	18µM*	-10%	-6%	-94*	12%
- O=C(OCCO)c1c(-c2ccccc2)oc2c1C(OCCO)CCC2 (stereo not given)
  4	-11%	-10	4%	/	5%	8%	-20	29%
- O=C(/C=C/c1ccc(Cl)c(Cl)c1)NC1=NCCS1
  -4	8%	-6	0%	1%	2%	8%	14	2%
- O=C(NNC(=O)C1CCN(S(=O)(=O)c2ccc(Cl)cc2)CC1)c1ccc(S(=O)(=O)N2CCCCC2)cc1
  0	3%	-1	-4%	67%	-9%	-1%	4	0%
- Cc1nnc(N2CCN(c3ccccc3)CC2)[nH]c1=O
  5	19%	3	1%	?	-7%	-15%	14	-5%
- CC(C)N1CCC(=NNC(=O)c2ccc(Br)o2)CC1
  24	27%	-2	1%	-4%	-6%	2%	18	0%
- Oc1[nH]c2ccccc2c1N=Nc1nc(Nc2ccccc2)nc(N2CCOCC2)n1
  ?	?	-9	2%	-20%	-2%	-1%	51	3%
- COc1ccc(N(CC(=O)NCc2ccc(C)cc2)S(=O)(=O)c2c(C)[nH]c(=O)[nH]c2=O)cc1
  9	?	4&7	10%	-9%	0%&0%	0%	8	12%
- O=C(NCc1ccccc1)c1c[nH]c2ccc(F)cc2c1=O
  -3	-30%	3	1%	-5%	-10%	-5%	0	-1%
- O=C(NCc1nc(-c2ccccc2)cs1)c1ccccc1
  ?	-10%	-1	-15%	0%	-27%	9%	-3	-9%
- CC(C)NC(=O)Cn1cc(C(=O)COc2ccccc2)c2ccccc21
  15	?	-1	-12%	-4%	18%	3%	3	-2%
- CCN1CCN(C(=O)c2cc3ccc(OC)cc3[nH]2)CC1
  -4	24%	-1	16%	-2%	24%	-1%	3	18%
- CC(=O)N(Cc1cc(=O)[nH]c2ccccc12)c1ccccc1
  15	9%	3	0%	2%	4%	-12%	1	2%
- Cn1c(NCCO)nc2c(c1=O)C1(CCCCC1)Cc1ccccc1-2
  -8	4%	-6	-13%	2%	2%	3%	-25	0%
- C=CCn1c(SCC(=O)Nc2c(C)cccc2C)nnc1-c1ccncc1
  -9	13%	1	4%	-1%[9.22 µM]	10%	1%	11	1%
- COC(=O)C1=[N+]([O-])OC(C(=O)OC)C1c1c[nH]c2ccccc12 (stereo not given)
  0	5%	6	-3%	9%	10%	-2%	-56*	4%
- CC(=O)Nc1ccc(S(=O)(=O)N(C)CC(=O)Nc2nc3ccccc3[nH]2)cc1
  -17	21%	-2	-10%	-108%[inhibitor]	-2%	6%	-2	-5%
- CCOC(=O)CC1C(=O)NCCN1c1nc2ccc(C)cn2c(=O)c1/C=C1\SC(=S)N(CC(C)C)C1=O (stereo not given)
  30	-36%	1	0%	-118%[inhibitor]	-1%	11%	-21	-2%
- COc1ccccc1NC(=O)CON=C(N)CC(=O)NC1CCCCC1
  6	-8%	0	6%	23%	1%	-1%	0	1%
- COc1ccc(N2CCN(S(=O)(=O)c3ccc(OC)c(C(=O)N4CCCCC4)c3)CC2)cc1
  25	?	7	-2%	-5%	-13%	5%	6	6%
- Cc1cc(C)nc(N/N=C/c2c(C)oc3ccccc23)n1
  -28	?	-4	16%	5%	?	10%	-19	19%
- CC(=O)c1sc(-c2ccccc2)cc1NS(=O)(=O)c1ccc(C)cc1
  1	?	-9	-28%	?	5%	6%	22	-25%
- O=[N+]([O-])c1ccc(CNC2CCCc3ccccc32)cc1 (stereo not given)
  -8	-5%	-14	16%	1%	-2%	23%	-24	1%
- COc1ccc(CN(CC(=O)NCCc2ccccc2)C(=O)CCC(=O)Nc2ccccn2)cc1
  -5	-20%	4	?	-8%	-2%	10%	-1	-11%
- O=C(NCC(=O)N1CCOCC1)OCc1ccccc1
  8	?	-2	-1%	-5%	-19%	-11%	-8	-5%

# An excerpt from above, reduced to IL1B secr inh.
SMILES	IL1B secr inh
CC(C)N1CCC(=NNC(=O)c2ccc(Br)o2)CC1	24
Oc1[nH]c2ccccc2c1N=Nc1nc(Nc2ccccc2)nc(N2CCOCC2)n1	?
COc1ccc(N(CC(=O)NCc2ccc(C)cc2)S(=O)(=O)c2c(C)[nH]c(=O)[nH]c2=O)cc1	9

# The results go on:
# Screens in order – IL1B secr inh	KB-V1 cytotox	D3 ag	HT1080 IDH1KD tx	SW480 rereplic	KB-3-1 tox	GLP-1R agonist	DRD3 antagonist	HT1080-NT tox
- CC(OC(=O)c1ccccc1C(=O)N(C)C1CCCCC1)C(=O)NC1(C#N)CCCCC1 (stereo not given)
  -2	-6%	-1	-1%	5%	-11%	7%	-15	-7%
- COc1ccc(CCNC(=O)Cn2nnc(C(=O)Nc3cc(C)ccc3C)c2N)cc1OC
  7	-5%	1	-4%	-5%	-3%	-1%	7	-12%
- CSC[C@H]1CN(Cc2ccccc2)C(=O)[C@@H]1CC(=O)Nc1ccccc1
  -16	?	0	-1%	/	0%	8%	3	-1%
- CCOC(=O)CC(NS(=O)(=O)c1ccc(OC)c(C)c1)c1cccc([N+](=O)[O-])c1 (stereo not given)
  13	-25%	-2	3%	-6%	1%	0%	2	7%
- O=C1OCCOC2CCCc3oc(-c4ccccc4)c1c32 (stereo not given)
  11	30%	-8	7%	/	13%	2%	-1	14%
- O=C(Oc1ccc(F)cc1)c1ccc2c(=O)n3c(nc2c1)CCC3
  -6	5%	4	11%	2%	-8%	2%	17	8%
- CN1CCN(S(=O)(=O)c2ccc3c(c2)C(C)(C)C(=O)N3C)CC1
  -16	0%	0	8%	-18%	14%	-1%	17	0%
- CCOC(=O)Cn1nc(-c2ccc(F)cc2)cc(Cc2ccccc2)c1=O
  -6	-14%	3	7%	14%	4%	20%	2	4%
- COc1cccc(NC(=O)C2CCN(S(=O)(=O)c3ccc4c(c3)NC(=O)CO4)CC2)c1
  -14	10%	4	-11%	-4%	-27%	-4%	6	-22%
- CCN(CC)c1nc2ccccc2nc1-n1nc(C)cc1C
  -4	-13%	4	7%	2%	?	5%	-11	-2%
- COc1ccc(C(C#N)N2CCC(c3ccccc3)=N2)cc1OC (stereo not given)
  -51*	-8%	-3	18%	?	6%	8%	-2	20%
- O=C(Nc1nnc(C2=COCCO2)o1)c1cccc(C(F)(F)F)c1
  4	/	0	-20%	13%	/	-5%	2	-14%
- Cc1cc(C(=O)Nc2c(F)c(F)c(F)c(F)c2F)n(-c2ccccc2)n1
  18	?	2	13%	-1%	0%	10%	-5	15%
- Cc1ccc(-c2nnn(CC(=O)N(c3ccccc3F)C(CC(C)C)C(=O)NCC3CCCO3)n2)cc1 (stereo not given)
  -7	20%	2	-5%	-11%	-4%	-11%	44	0%
- C#Cc1ccc(NC(=O)C2(C)CCN2C(=O)Cc2ccc(C(C)C)cc2)cc1 (stereo not given)
  13	-25%	4	?	/	0%	5%	11	?
- S=C(c1ccc(-c2ccc(Cl)c(Cl)c2)o1)N1CCOCC1
  ?	6%	9	0%	16%	8%	13%	12	-9%
- CCOC(=O)c1ccc(-c2ccc(C(=O)Nc3cccnc3)o2)cc1
  -14	-21%	2	-19%	?	-15%	-4%	10	-18%
- CCOC(=O)Cn1c(=O)oc2cc(S(=O)(=O)N3CCCc4ccccc43)ccc21
  5	17%	-3	-4%	1%	-2%	0%	0	-3%
- CCOC(=O)c1c(N2C(=O)CC(Sc3ccccc3C(=O)O)C2=O)sc2c1CCCC2 (stereo not given)
  -10	10%	12	-16%	15%	-3%	-2%	-28	6%
- COc1ccc(CNC(=O)CS(=O)(=O)Cc2nc(-c3ccc(OC)cc3)oc2C)cc1
  10	-18%	2	-1%	-4%	-5%	1%	8	-19%
- O=c1c2ccccc2ncn1-c1cccc(Cl)c1
  -6	-6%	-15	10%	-4%	-2%	12%	7	6%
- CCN(CC)CC#CCC(O)(c1ccccc1)c1ccccc1
  ?	?	-19	-17%	0%	-6%	4%	-79*	-12%
- O=c1c2ccccc2nc(-c2ccccc2)n1Cc1ccc(Cl)cc1
  -12	5%	-1	-17%	10%	5%	21%	0	-20%
- CN(Cc1cnccn1)Cc1ccccc1OCC(O)CN1CCc2ccccc2C1 (stereo not given)
  6	-10%	-20	-14%	2%	4%	-3%	-83*	0%
- COc1ccc(N(CC(=O)Nc2ccc(S(=O)(=O)N3CCOCC3)cc2)S(C)(=O)=O)cc1OC
  -15	15%	-2	4%	/	4%	0%	0	6%

# Screens as filed in PubChem.
